Compound activity from PubChem.
KB-3-1 tox – kills parental KB-3-1 adenocarcinoma cells; KB-3-1 viability, CellTiter-Glo ATP luminescence, 72 h; Potency, µM (titrated, usually from 46.1 µM), inactives show at the highest dose activity change, negative = cytotoxic, hits mostly cytotoxic; 400,000 tested, 1.4% active; AID 1347075; also: % is scaled to controls: 0 for no effect and ±100 for the full control effect; nearly all actives have a fitted effect of over 60% in size
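KB-3-1 cells, DMEM (no phenol red) + 10% FBS; compound by pin transfer, 72 h, 37 °C. Readout: CellTiter-Glo luminescence after 10 min. Data normalized, curve-fitted.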
HEK293 tox – cytotoxicity in counter-screen for GLP-1R inverse agonists | HEK293 cAMP-luciferase reporter cells, luminescence, 24 h | Potency, µM (series often up to 38.3 µM), for the others: top-dose activity change, negative = inhibition, most hits filed as inhibitors | 410,000 tested, 0.13% active | AID 624418;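 also: loss of luciferase light is scored as toxicity; % is scaled to controls: 0 for no effect and ±100 for the full control effect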
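Step one: seed cells (200 cells/uL, DMEM with 10% Nu serum, 1% pen-strep). Step two: 12-hour incubation at 37 deg C. Step three: pin 23 nL compound, incubate 24 hr. Step four: add luciferase reagent, read luminescence 12 min later.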
GLP-1R inv ag – acts as inverse agonist at human GLP-1 receptor; Potency, µM (top dose mostly 38.3 µM), for inactives: at the top dose activity change, negative = inhibition, usual class: inhibitors; AID 624417; 410,000 tested, 1.6% active; P43220; HEK293 GLP-1R CRE-luciferase, luminescence, 24 h; GLP-1R form is constitutively active; also: % is scaled to controls: 0 for no effect and ±100 for the full control effect; nearly all actives have a fitted effect of over 55% in size
Target sequence (P43220 whole entry, looked up): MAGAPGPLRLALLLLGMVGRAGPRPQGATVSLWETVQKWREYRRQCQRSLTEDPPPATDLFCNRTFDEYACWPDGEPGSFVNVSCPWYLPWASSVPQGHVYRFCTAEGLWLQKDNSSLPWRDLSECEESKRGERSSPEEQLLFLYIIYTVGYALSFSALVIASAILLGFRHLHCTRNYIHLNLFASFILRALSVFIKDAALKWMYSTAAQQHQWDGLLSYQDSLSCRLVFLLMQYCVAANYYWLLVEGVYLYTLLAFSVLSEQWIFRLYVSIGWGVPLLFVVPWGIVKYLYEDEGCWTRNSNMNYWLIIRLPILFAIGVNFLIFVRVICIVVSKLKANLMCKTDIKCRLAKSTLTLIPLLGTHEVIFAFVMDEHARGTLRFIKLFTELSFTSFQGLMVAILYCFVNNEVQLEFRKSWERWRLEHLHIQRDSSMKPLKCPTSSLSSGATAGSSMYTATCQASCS
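Using stably transfected HEK293 (constitutively active GLP-1R, cAMP-luciferase reporter), compounds were incubated 24 hr and luciferase measured by luminescence.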
HT1080-NT tox – kills 2HG-producing HT-1080-NT fibrosarcoma cells; HT-1080-NT fibrosarcoma viability, CellTiter-Glo ATP luminescence, 48 h; Potency, µM (titrated, usually from 46.1 µM), for inactives: top-dose activity, negative = less viability, usual class: cytotoxic; 360,000 tested, 1.6% active; AID 686970;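 also: NT is the 2HG producing partner of a matched IDH1 knockdown line; 0% = DMSO-treated cells and -100% = media-only wells without cells; nearly all actives have a fitted effect of over 55% in size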
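Luminescent CellTiter-Glo readout after 48 hours of compound exposure at 37 degrees C defined viability of HT-1080-NT cells. Activity was normalized to DMSO wells and cell-free media wells; concentration-response curves were fitted and assigned curve classes.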
GLP1R ag – agonists of human GLP-1 receptor | P43220 | HEK293 GLP-1R CRE-luciferase, luminescence, 4-6 h; cells express a hypersensitive GLP-1R form | Potency, µM (series often up to 45.6 µM), for inactives: at the top dose activation, actives largely listed as activators | 380,000 tested, 0.007% active; also: % of control where 0% means no effect
HT1080 IDH1KD tx – kills HT-1080 cells with IDH1 knockdown | HT-1080 IDH1 knockdown viability, ATP luminescence, 48 h | Potency, µM (doses to about 46.1 µM), for the others: at the top dose activity, negative = toxicity, usual class: cytotoxic | 360,000 tested, 2% active;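 also: 0% = DMSO wells and -100% = cell-free medium wells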
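CellTiter-Glo luminescence after 48 h compound exposure at 37 degrees C of IDH1-knockdown HT-1080 cells in 5% FBS RPMI. %Activity scaled between DMSO wells and cell-free media wells, with curves fitted and assigned curve classes.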
KB-V1 MDR tox – kills drug-selected multidrug resistant KB-V1 cells; KB-V1 MDR cells viability, CellTiter-Glo, 72 h; 400,000 tested, 3.4% active; Potency, µM (series often up to 46.1 µM), inactives show at the top dose activity change, negative = cytotoxicity, hits mostly cytotoxic; AID 1347076; also: % is scaled to controls: 0 for no effect and ±100 for the full control effect; nearly all actives have a fitted effect of over 60% in size
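Drug-selected KB-V1 cells, grown in DMEM lacking phenol red with 10% FBS, receive compound titrations; after three days at 37 degrees C, surviving cell ATP is quantified by CellTiter-Glo luminescence and responses normalized and curve-fitted.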
SW480 rerep – DNA re-replication induction in SW480 cells; 340,000 tested, 1.8% active; Potency, µM (titrated, usually from 46.1 µM), without a hit: at the top dose re-replication activation, hits mostly activators; SW480 DNA re-replication, Hoechst DNA content imaging, 48 h; AID 624297; also: % of control where 0% means no effect; nearly all actives have a fitted effect of over 55% in size
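250 cells/well; 23 nL cpd via pin tool; 48 hr, 37 C, 5% CO2; Hoechst 40 min; imager read of total nuclear intensity, ex 405/em 500-530 nm.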
TDP-43 yeast inh – inhibitors of TDP-43 toxicity in yeast. TDP-43 expressing yeast growth rescue, BacTiter-Glo, 24 h. Potency, µM (top dose mostly 46.1 µM), inactives show at the top dose growth rescue (activation), most hits filed as activators. 410,000 tested, 1.8% active. AID 652104; also: % of control where 0% means no effect; nearly all actives have a fitted effect of over 50% in size
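Cell-based yeast growth screen: TDP-43 expression induced in galactose, inoculum OD600=0.02 after raffinose pregrowth to mid-log. Read-out BacTiter-Glo luminescence at 24 hr, 30 deg C; inhibition of toxicity seen as signal increase.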
Active calls of the source: *; ? = inconclusive; / = no result given; [ ] = another dose, or the depositor's remark. Calls follow the shape of the dose curve; as a rule, active = well fitted curve in the direction sought with a large enough effect; inconclusive = small, poorly fitted or top-dose-only effect, or another doubt; inactive = no such curve, though single readings can be large; an effect the other way counts as inactive or inconclusive. Potency is read from the fitted curve at half-maximal effect.

SMILES,KB-3-1 tox,HEK293 tox,GLP-1R inv ag,HT1080-NT tox,GLP1R ag,HT1080 IDH1KD tx,KB-V1 MDR tox,SW480 rerep,TDP-43 yeast inh
O=C(CSc1ccc2nnc(-c3ccccn3)n2n1)NCC1CCCO1 (centres undefined),14%,-18%,7%,10%,-3%,4%,14%,-17%,15%
O=C(CN1C(=O)NC2(CCCC2)C1=O)Nc1nc(-c2ccc(F)cc2)cs1,8%,-27%,?,2%,-9%,-15%,1%,0%,15%
Cc1cc(NC(=O)CSc2ccc3ccccc3c2)no1,18%,2%,1%,10%,0%,-5%,0%,-3%,?
COc1cc2c(C(F)(F)F)c(-c3ccc(C#N)cc3)oc(=O)c2cc1OC,9%,3%,20%,0%,2%,-3%,10%,-8%,5%
COc1ccc(NC(=O)CN2CCCC2c2cccs2)cc1S(=O)(=O)N1CCCCC1 (centres undefined),?,-10%,?,-14%,-1%,-14%,?,35%,22%
O=C(NN=C1CCCC1)c1ccc([N+](=O)[O-])cc1,14%,-4%,13%,17%,2%,14%,?,-1%,2%
O=C(NC1CC1)C1CCN(C2CCN(C(=O)CCOc3ccccc3)CC2)CC1,1%,-15%,-3%,-3%,6%,2%,4%,0%,3%
OCC1CCCN1C(=S)Nc1ccccc1 (centres undefined),14%,10%,0%,3%,3%,?,-2%,-14%,-9%
CC(=O)n1c(-c2ccccc2)c(CO)c2ccccc21,3%,-25%,23%,3%,-6%,-1%,15%,0%,8%
O=C(NCc1ccco1)C(c1ccncc1)N(C(=O)Cn1nnc2ccccc21)c1ccccc1 (centres undefined),3%,-10%,9%,-18%,6%,1%,11%,-4%,-2%
CC(C)(C)OC(=O)N1CCNc2ccccc2C1,-10%,1%,?,8%,-1%,7%,0%,-5%,17%
O=C(NCc1nc2ccccc2[nH]1)C1=C[C@@H](c2ccccc2)C[C@@H](OCCCCO)O1,-4%,11%,10%,-15%,-3%,-2%,-1%,-1%,13%
NC(=O)N[C@@H](Cc1c[nH]c2ccccc12)C(=O)OCC(=O)N1CCCCC1,5%,-1%[7.66 µM],12%[7.66 µM],0%,1%,-20%,5%,1%,-20%[9.22 µM]
COc1ccc(N2C(=O)CSC2c2cccs2)cc1 (centres undefined),1%,8%,-27%,4%,0%,12%,?,18µM*,10%
O=C(O)CCN1C(=O)C2C3CC(C2C1=O)C1C(c2ccccc2)c2sc(=O)[nH]c2SC31 (centres undefined),2%,2%,6%,10%,-3%,6%,27%,-2%,5%
Cc1ccc(C(C)NC(=O)C2CCCC2)cc1C (centres undefined),5%,7%,?,1%,11%,-9%,3%,-15%,-6%
Cc1c(C2C(C#N)=C(N)OC3=C2C(=O)CCC3)cnn1C (centres undefined),-5%,1%[1.53 µM],13%,7%,-10%,-10%,5%,-3%,-5%
COc1cc(OC)cc(C(=O)OCn2nnc3ccccc3c2=O)c1,21%,2%,3%,16%,3%,11%,0%,-17%,17%
O=C(NC12CC3CC(CC(C3)C1)C2)c1ccccc1O,-3%,-16%,5.6µM*,-23%,3%,?,15%,2%,9%
O=C(COc1ccccc1)N1CCN(c2ncccn2)CC1,12%,-2%,5%,2%,3%,0%,-7%,0%,6%
CCOC(=O)C(C#N)C(c1cccnc1)c1c(C)[nH][nH]c1=O (centres undefined),-1%,-26%,6%,9%,-15%,14%,14%,17%,3%
Cc1ccc(/C=N/n2c(-c3cccnc3)n[nH]c2=S)s1,11%,-23%,1%,7%,0%,15%,-1%,0%,29%
COC(=O)c1ccc(NC(=O)COc2ccc3c(c2)OCO3)cc1,-9%,1%,-6%,-12%,6%,?,3%,0.41µM*,-15%
CCOC(=O)c1ccc(NC(=O)CCc2c(C)nc3c(-c4ccc(F)cc4)c(C)nn3c2C)cc1,-9%,2%,-12%,/,-2%,/,2%,/,0%
O=C(O)Cc1ccc(C(=O)CSc2ccccc2)s1,-3%,6%,9%,-1%,-1%,-2%,?,-3%,9%
Cn1c2ccccc2c2nnc(SCC(N)=O)nc21,1%,2%,12%,3%,-4%,-2%,-2%,-13%,6%
CN(C)c1cccc2c(S(=O)(=O)N3CCOCC3)cccc12,1%,62%[activator],-21%,4%,4%,3%,0%,-4%,6%
COc1ccc(-c2nn3c(=O)cc(CN4CCN(S(=O)(=O)c5ccc(C)cc5)CC4)nc3s2)cc1,-5%,6%,1%,/,/,/,-21%,/,0%
Nc1cc(=O)[nH]c(SCC(=O)Nc2cc(S(=O)(=O)N3CCCCCC3)ccc2Cl)n1,4%,-1%,12%,-27%,-5%,-3%,0%,11%,-11%
CC(C(=O)NC1=NCCS1)(C(F)(F)F)C(F)(F)F,5%,-6%,-19%,-2%,-9%,2%,?,-5%,14%
Cc1cc(C)n(-c2cccc(C(=O)O)c2)n1,1%,3%[7.66 µM],-14%[7.66 µM],9%,-3%,17%,-9%,-2%,-17%
Cc1ccc(CSc2nc(-c3ccc(C(C)(C)C)cc3)nc3cc(=O)[nH]n23)cc1,-10%,0%,-10%,/,/,/,-45%,/,-13%
COCCNC(=O)C1(C)CCCN(C(=O)c2ccc3ccccc3c2)C1 (centres undefined),0%,3%,21%,?,-3%,18%,6%,/,8%
C/C(=N\NC(=O)C(N)=O)c1cccc([N+](=O)[O-])c1,-27%,2%,36%[activator],10%,4%,9%,-19%,3%,-1%
c1ccc(-c2noc(C3CCCCC3)n2)nc1,-3%,-4%,-5%,-8%,-1%,-13%,-6%,2%,3%
CC1(C)CC(=O)C(C=NCCN2CCN(C(=S)Nc3ccccc3)CC2)=C(O)C1,26%,5%,13%,-8%,0%,-6%,12%,-4%,29%
Cc1ccc(C)c(S(=O)(=O)N2CCN(C(=O)CNC(=O)c3ccc4ccccc4c3)CC2)c1,?,-8%,?,-19%,-14%,-18%,23µM*,?,?
CO/C([O-])=N/c1c[n+](-c2ccc(Cl)cc2)no1,6%,21%,5%,1%,-13%,14%,10%,0%,?
CC(=O)c1ccc(N2CCN(CC(=O)Nc3cc(C)on3)CC2)cc1,0%,3%,4%,-5%,-2%,2%,-12%,-3%,-2%
CCOC(=O)C(Oc1ccc(=O)[nH]n1)C(C)=O (centres undefined),-4%,7%,-11%,-3%,-4%,-3%,8%,-1%[9.22 µM],-7%

Profiles from above:
Shown for `CO/C([O-])=N/c1c[n+](-c2ccc(Cl)cc2)no1` → KB-3-1 tox: 6%; HEK293 tox: 21%; GLP-1R inv ag: 5%; HT1080-NT tox: 1%; GLP1R ag: -13%; HT1080 IDH1KD tx: 14%; KB-V1 MDR tox: 10%; SW480 rerep: 0%; TDP-43 yeast inh: ?
Shown for `CC1(C)CC(=O)C(C=NCCN2CCN(C(=S)Nc3ccccc3)CC2)=C(O)C1` → KB-3-1 tox: 26%; HEK293 tox: 5%; GLP-1R inv ag: 13%; HT1080-NT tox: -8%; GLP1R ag: 0%; HT1080 IDH1KD tx: -6%; KB-V1 MDR tox: 12%; SW480 rerep: -4%; TDP-43 yeast inh: 29%

New compounds follow:
SMILES,KB-3-1 tox,HEK293 tox,GLP-1R inv ag,HT1080-NT tox,GLP1R ag,HT1080 IDH1KD tx,KB-V1 MDR tox,SW480 rerep,TDP-43 yeast inh
Cc1nc2c(C)cccn2c(=O)c1NC(=O)c1ccco1,-2%,-23%,5%,3%,1%,8%,1%,-1%,18%
COc1ccc(C(=O)N/C(=C\c2ccco2)C(=O)OCc2ccco2)cc1,10%,0%,19%,-12%,0%,3%,3%,1%,-17%
c1coc(-c2nc3n(n2)C2(CCCCC2)[C@@H]2CCCC[C@@H]2N3)c1,2%,4%,?,/,/,/,-3%,/,25%
Cc1oc2cc3oc(=O)c(CC(=O)NCCC(=O)O)c(C)c3cc2c1C,11%,-1%,1%,23%,7%,28%,?,-12%,-10%
CC(C)CC1NC(=O)N(CC(=O)c2ccc3c(c2)OCCO3)C1=O (centres undefined),2%,-11%,-20%,17%,-6%,10%,2%,-4%,-22%
CCCN1CCC(NC(=S)Nc2ccc(OC)c(OC)c2)CC1,-4%,-17%,6%,-9%,-2%,-1%,28%,8%,7%
COc1ccc(C(=O)NCc2cn3ccccc3n2)cc1,8%,0%,-2%,2%,-1%,10%,1%,-1%,-8%
CC(C)OC(=O)Cn1nnc(-c2ccccc2)n1,11%,-12%,13%,0%,2%,8%,6%,0%,-3%

GLP-1R inv ag, what is marked active above.
compound	GLP-1R inv ag	GLP1R ag	SW480 rerep
O=C(NC12CC3CC(CC(C3)C1)C2)c1ccccc1O	5.6µM*	3%	2%

Next section
SMILES,KB-3-1 tox,HEK293 tox,GLP-1R inv ag,HT1080-NT tox,GLP1R ag,HT1080 IDH1KD tx,KB-V1 MDR tox,SW480 rerep,TDP-43 yeast inh
COc1cccc(CNC(=O)C2CCN(S(=O)(=O)c3ccc(C)cc3)CC2)c1,6%,-5%,-31%,18%,6%,9%,-16%,-58%[inhibitor],-1%
Cc1ccc2c(CC(=O)Nc3nnc(C(C)C)s3)coc2c1C,12%,0%,2%,/,/,/,9%,/,-10%
CCc1ccc(C2C(=O)c3ccccc3C2=O)cc1,15%,0%,2%,10%,4%,1%,22%,-2%,-8%[1.82 µM]
Cn1ccnc1Sc1nc2c(c(=O)n(C)c(=O)n2C)n1C,2%,4%,-1%,4%,-1%,-5%[9.24 µM],3%,-7%,-1%
